aSyn yeast inh: qHTS of alpha-syn Inhibitors. Yeast expressing alpha-synuclein, growth rescue, BacTiter-Glo, 24 h. Potency, µM (titrated, usually from 46.1 µM), for inactives: at the highest dose growth rescue (activation), hits mostly activators. actives 0.14% (n = 370,000). AID 652106, 2013; note: potency is the fitted concentration of half-maximal effect; % of control where 0% means no effect; nearly all actives have a fitted effect of over 65% in size
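Galactose-induced alpha-syn yeast (OD600=0.02, raffinose-pregrown) + pinned cpd, 24 hr, 30 deg C; growth by BacTiter-Glo luminescence. Growth restoration scores as activation.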
IL2 activator: qHTS of IL-2 Activators | activation, % (series mostly up to about 46 µM) | IL-2 activation reporter assay, cell-based qHTS; stimulated with anti-CD3/CD4/CD28 beads; in transgenic mouse T cells | actives 0.065% (n = 360,000); in the data active = activation above about 50%; inconclusive = mostly about 30% to 49%; note: 0% is about no effect
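Readout is EGFP and DsRed signal by fluorescent plate cytometry after 18 h at 37 degrees C. Transgenic mouse T cells (750/well) received compound for 60 min before bead stimulation (anti-CD3, anti-CD4, anti-CD28); memory T cells served as non-tolerant control.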
PI5P4K alpha inh: qHTS for Inhibitors of phosphatidylinositol 5-phosphate 4-kinase (PI5P4K); PI5P4Kalpha enzyme, ADP-Glo luminescence, 60 min; active compounds read low; Phosphatidylinositol 5-phosphate 4-kinase type-2 alpha (Homo sapiens), P48426; AID 652105, 2013; max response, %; actives 1.2% (n = 330,000); active = max response of -50% or lower; inconclusive = between -30% and -50%; inactive = -30% or higher; note: value at the top dose of about 77 µM; % is set by controls: 0 for no effect and ±100 for the full control effect
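qHTS, 1536-well: enzyme/substrate mix, compound by pin tool, 5 microM ATP final; RT 60 min; ADP-Glo reagents 1 (45 min) then 2 (30 min); luminescence.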
EPAC1 agonist: qHTS for Agonist of cAMP-regulated guanine nucleotide exchange factor 3 (EPAC1): primary screen. Potency, µM (highest dose often 154 µM), without a hit: at the top dose activation, actives largely listed as activators. actives 0.073% (n = 360,000). EPAC1 agonist qHTS, biochemical assay; response scale: 100% = response to 6.5 mM cAMP. Rap guanine nucleotide exchange factor 3 (Homo sapiens), O95398; note: potency is the fitted concentration of half-maximal effect; nearly all actives have a fitted effect of over 60% in size
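Fluorescent GDP-exchange assay: 100 nM EPAC1 with 250 nM Rap1B preloaded with BODIPY-GDP and 50 uM GDP; compounds tested as concentration series, 5 min at room temperature, then read every 5 min for 30 min (ex 480/em 540 nm); normalized to 6.5 mM cAMP.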
FUS suppressor: qHTS for Suppressors of FUS Proteinopathy: Primary screen using FUS-linked yeast assay. AID 1347120, 2019. Potency, µM (highest dose often 76.6 µM), for inactives: at the top dose growth rescue (activation), usual class: activators. S. cerevisiae FUS-expressing, growth rescue, OD600, 24 h. actives 0.24% (n = 390,000);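 note: potency is the fitted concentration of half-maximal effect; plate controls were DMSO vehicle for no effect and reference control for full effect; nearly all actives have a fitted effect of over 55% in size; some results filed as inactive show a strong effect at the top dose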
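Absorbance at 600 nm, taken 24hr after compound addition, measured rescue of FUS-yeast growth at 30C. Induction used 2% galactose with seeding at OD 0.005. Controls: CP55940 from 92uM final, DMSO only.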
Abeta yeast res: qHTS for compounds that reverse cellular toxicity of Amyloid beta (A-beta) peptide in yeast: Primary Screen; yeast expressing A-beta42, growth rescue, OD600, 48 h; response scale: 0% DMSO, 100% iron-clioquinol control; Potency, µM (doses to about 46.1 µM), for inactives: at the highest dose growth rescue, most hits filed as activators; actives 0.063% (n = 410,000); note: potency is the fitted concentration of half-maximal effect; nearly all actives have a fitted effect of over 55% in size
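Yeast A-beta toxicity model in growth medium with pinned compounds, 48 h at 30 C; growth read as absorbance at 600 nm. Normalized to FeCl3/clioquinol equimolar mix (positive) and DMSO (negative).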
PLK1 PBD block: qHTS for Inhibitors of PLK1-PDB (polo-like kinase 1 - polo-box domain): Primary Screen | Serine/threonine-protein kinase PLK1 (Homo sapiens), P53350 | Plk1 PBD binding of FITC phosphopeptide, fluorescence polarization | Potency, µM, without a hit: max response, negative = inhibition, most hits filed as inhibitors | actives 2.8% (n = 360,000) | AID 720504, 2013; note: potency is the fitted concentration of half-maximal effect; series mostly up to about 57 µM; % is set by controls: 0 for no effect and ±100 for the full control effect; nearly all actives have a fitted effect of over 65% in size
EPAC1 antagonist: qHTS for Antagonist of cAMP-regulated guanine nucleotide exchange factor 3 (EPAC1): primary screen. Rap guanine nucleotide exchange factor 3 (Homo sapiens), O95398. EPAC1 GEF assay, Rap1b-BODIPY-GDP exchange fluorescence. Potency, µM (highest dose often 115 µM), for inactives: at the highest dose activity change, negative = inhibition, actives largely listed as inhibitors. actives 0.14% (n = 360,000). AID 720709, 2013;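 note: potency is the fitted concentration of half-maximal effect; plate controls were vehicle for no effect and positive control for full effect; nearly all actives have a fitted effect of over 50% in size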
WRN helicase inh: qHTS for Inhibitors of WRN Helicase | Potency, µM (highest dose often 114 µM), for the others: top-dose activity change, negative = inhibition, hits mostly inhibitors | AID 651768, 2012 | WRN helicase unwinding, fluorescent forked duplex, kinetic | Bifunctional 3'-5' exonuclease/ATP-dependent helicase WRN (Homo sapiens), Q14191 | actives 0.46% (n = 360,000); note: potency is the fitted concentration of half-maximal effect; % is set by controls: 0 for no effect and ±100 for the full control effect; nearly all actives have a fitted effect of over 55% in size
Target sequence (Q14191 whole entry, looked up): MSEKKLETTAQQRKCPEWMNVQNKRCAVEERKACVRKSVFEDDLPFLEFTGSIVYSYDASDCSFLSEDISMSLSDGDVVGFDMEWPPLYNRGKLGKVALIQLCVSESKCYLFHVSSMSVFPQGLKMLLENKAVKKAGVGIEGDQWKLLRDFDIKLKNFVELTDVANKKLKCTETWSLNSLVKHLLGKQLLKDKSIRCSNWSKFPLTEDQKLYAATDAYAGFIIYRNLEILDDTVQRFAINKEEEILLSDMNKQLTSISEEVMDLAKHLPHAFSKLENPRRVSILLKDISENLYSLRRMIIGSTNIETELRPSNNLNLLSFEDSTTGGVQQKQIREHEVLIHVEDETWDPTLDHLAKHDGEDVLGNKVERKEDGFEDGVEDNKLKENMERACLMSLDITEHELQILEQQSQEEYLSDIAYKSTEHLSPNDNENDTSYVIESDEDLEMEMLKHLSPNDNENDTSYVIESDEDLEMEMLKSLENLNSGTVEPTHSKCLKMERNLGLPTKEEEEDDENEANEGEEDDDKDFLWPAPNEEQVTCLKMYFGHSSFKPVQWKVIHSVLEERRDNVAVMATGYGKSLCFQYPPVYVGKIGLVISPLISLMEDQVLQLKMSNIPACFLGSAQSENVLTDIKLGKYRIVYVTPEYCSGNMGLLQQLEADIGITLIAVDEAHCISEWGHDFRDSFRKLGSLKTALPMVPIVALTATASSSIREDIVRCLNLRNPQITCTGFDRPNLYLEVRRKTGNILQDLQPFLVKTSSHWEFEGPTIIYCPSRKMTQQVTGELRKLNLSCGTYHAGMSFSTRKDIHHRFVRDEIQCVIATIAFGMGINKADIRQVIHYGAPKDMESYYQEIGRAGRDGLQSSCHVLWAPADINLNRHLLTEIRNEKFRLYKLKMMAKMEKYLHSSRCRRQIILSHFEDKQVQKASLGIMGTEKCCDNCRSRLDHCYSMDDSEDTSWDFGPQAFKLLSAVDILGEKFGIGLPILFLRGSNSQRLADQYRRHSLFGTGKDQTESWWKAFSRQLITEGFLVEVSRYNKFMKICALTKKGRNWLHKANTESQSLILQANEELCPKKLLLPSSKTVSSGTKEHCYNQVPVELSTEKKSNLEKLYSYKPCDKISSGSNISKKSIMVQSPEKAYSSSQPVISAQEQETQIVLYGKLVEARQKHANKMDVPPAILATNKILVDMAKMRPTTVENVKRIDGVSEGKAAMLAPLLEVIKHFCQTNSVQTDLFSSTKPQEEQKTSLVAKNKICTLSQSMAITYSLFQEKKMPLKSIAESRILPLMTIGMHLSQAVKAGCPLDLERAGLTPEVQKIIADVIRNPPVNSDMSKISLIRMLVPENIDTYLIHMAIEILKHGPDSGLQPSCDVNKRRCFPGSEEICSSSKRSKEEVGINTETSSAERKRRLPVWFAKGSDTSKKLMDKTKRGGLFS
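Enzyme (20 nM final) and test compound sit together 15 min at room temperature before substrate addition. Substrate is a single-forked duplex oligonucleotide (100 nM) labelled with fluorophore and quencher, with 2 mM ATP; helicase unwinding raises red fluorescence, read kinetically.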
* marks the source's active call; other numbers are inactive results; ? = inconclusive; · = no result given; & = joins results of further samples; [ ] = remark or other dose. Unless noted, calls come from the whole dose curve; as a rule, active = well fitted curve in the direction sought with a large enough effect; inconclusive = small, poorly fitted or top-dose-only effect, or another doubt; inactive = no such curve, though single readings can be large; an effect the other way counts as inactive or inconclusive.

SMILES | aSyn yeast inh | IL2 activator | PI5P4K alpha inh | EPAC1 agonist | FUS suppressor | Abeta yeast res | PLK1 PBD block | EPAC1 antagonist | WRN helicase inh
CC1CCC(NC(=O)CCNC(=O)c2ccc(Br)cc2)CC1 (configuration not stated) | -10% | -1.8 | 5 | -1% | -2% | -14% | -4% | -22% | 7%
Cc1cccc(C(=O)NC(C)C2CC3CCC2C3)c1 (configuration not stated) | -6% | -5.1 | -1 | 4% | 0% | ? | -6% | -9% | -5%
Cc1ccc2c(c1)C(c1ccccc1)N(C(=O)c1ccccc1)CC(=O)N2 (configuration not stated) | 1% | -0.4 | 1 | 4% | 23% | -1% | -11% | 21% | -6%
CCOC(=O)N1CCN(Cc2ccc(OCC(O)CN3CCCCC3)cc2)CC1 (configuration not stated) | -1% | 1.0 | -10 | 6% | -19% | 1% | -1% | 16% | 5%
CCn1c(SCCOc2ccc(OC)cc2)nnc1C(CO)NC(=O)c1ccc(OC)cc1 (configuration not stated) | 8% | -5.7 | 4 | -1% | · | -15% | -9% | 2% | -21%
N#C/C(=C\c1cccn1S(=O)(=O)c1ccccc1)S(=O)(=O)c1ccc(F)cc1 | -1% | 0.4 | 11 | 7% | 14% | 2% | -3% | 4% | -17%
Cc1ccc(C(=O)Nc2cc(=O)n(C)c(=O)n2C)o1 | 10% | 0.5 | · | -5% | 16% | 1% | -2% | 7% | 6%
COc1ccc(NC(=O)NC(C)(C(F)(F)F)C(F)(F)F)cc1 | -13% | -0.2 | ? | -9% | -4% | 10% | 3.4µM* | -8% | 8%
C=CCn1c(NCc2ccccc2)nc2ccccc21 | 0% | -1.5 | 6 | -13% | 5% | -1% | -7% | -1% | -5%
CCC1Nc2ncnc(N3CCc4ccccc4C3)c2N(Cc2ccc(Br)cc2)C1=O (configuration not stated) | ? | -0.9 | 3 | -5% | ? | 22% | 1% | -16% | -5%
COC(=O)/C=C1\OCc2cc(OC)c(OCc3ccccc3)cc21 | -12% | 0.2 | -2 | 6% | 7% | 10% | -11% | 5% | 0%
CC(=O)c1cccc(NC(=O)Cn2c(=O)oc3cc(S(=O)(=O)N4CCCC4)ccc32)c1 | -1%&-12% | -0.2 | 1 | 6% | 12%&5% | 6%&-17% | -7% | -25% | -2%
COc1ccc(OC)c(/C=N/NC(=O)c2cc3c(OC)c(OC)ccc3[nH]2)c1 | -5% | -1.7 | 4 | -7% | -13% | 3% | 0% | -15% | 2%
COc1cc(NC(=O)c2cc(C(C)C)on2)c(OC)cc1Cl | -2% | -3.8 | 2 | 18% | 28% | 1% | -2% | 17% | -8%
Cc1nc2sc(C(c3ccc(F)cc3)N3CCN(C(=O)c4ccco4)CC3)c(O)n2n1 (configuration not stated) | -5% | 1.8 | -2 | -7% | · | 15% | -2% | -5% | -19%
Cn1cnnc1SCC(=O)Nc1ccc(Cl)cc1 | -1% | 2.5 | 2 | 18% | -2% | -2% | -1% | 3% | -1%
COC(=O)C1=CN(c2ccc(OC)cc2)C=C(C(=O)OC)C1c1ccc(C)c([N+](=O)[O-])c1 | 1% | -0.5 | 0 | 2% | · | 1% | -5% | -14% | 0%
O=C(N/N=C/c1ccc(Cl)c([N+](=O)[O-])c1)c1ccc2c(c1)OCCO2 | -4% | 1.9 | -7 | -1% | 2% | 5% | ? | 19% | ?
O=C(c1cccc(N2C(=O)C3C4C=CC(C4)C3C2=O)c1)N1CCN(c2ccccc2Cl)CC1 (configuration not stated) | 1% | 0.2 | -2 | 7% | ? | · | -15% | -17% | -3%
CCOC(=O)c1sc(/N=C/C2=C(O)CC(C)(C)CC2=O)c(C(=O)OCC)c1C | 6% | -2.6 | 5 | -2% | 4% | -4% | 3% | -13% | -9%
O=C(NC1CCCCC1)C(c1cccnc1)N(C(=O)CCl)c1cccc(Cl)c1 (configuration not stated) | 9% | -0.8 | 2 | -3% | · | 4% | -12% | -7% | -10%
CC1CC(=O)c2cnc(Nc3cccc(C(F)(F)F)c3)nc2C1 (configuration not stated) | -11% | 0.0 | 11 | -12% | -10% | -13% | -1% | 14% | 4%
CCOC(=O)C1CCN(Cc2cc(C(C)C)c(O)c(C(C)C)c2)CC1 | -1% | 5.2 | -6 | 3% | 18% | -1% | -9% | 2% | 3%
CC(NC(=O)NC(=O)c1ccc(Cl)cc1)c1ccccc1 (configuration not stated) | -6% | 0.1 | 12 | -6% | -7% | 6% | -10% | -12% | -6%
Cc1ccc(C(=O)CN(C(=O)c2ccc(Cl)c(Cl)c2)N2C(=O)C3CCCCC3C2=O)cc1 (configuration not stated) | 8% | 0.1 | · | 3% | -3% | -5% | 2% | 10% | -2%
NC(N)=NC1=NC(=O)/C(=C/c2ccccc2-n2cccn2)S1 | -5% | -0.1 | 3 | -13% | 45% | -9% | -16% | -24% | -16%
COc1cccc(-c2nc(CN3CCN(C(=O)c4ccco4)CC3)c(C)o2)c1OC | 2% | -2.6 | -2 | 13% | -6% | -5% | 0% | 8% | 4%
CCOCCCNC(=O)c1cc(Nc2ccc(OC)cc2OC)nc2ccccc12 | 2% | -1.4 | 1 | 2% | 13% | 4% | 4% | -6% | 14%
Cc1cc(O)cc(=O)n1CCc1ccccc1 | 3% | -0.5 | 3 | 0% | -14% | -7% | 4% | -8% | 6%
Cc1ccc(NC(=O)Cn2nc(C)c([N+](=O)[O-])c2C)cc1C | 3% | -1.1 | 2 | -2% | 2% | 2% | 3% | -20% | 1%[57.1 µM]
CC(C)NC(=O)COC(=O)c1ccccc1Oc1ccccc1 | 5% | 1.0 | 1 | 4% | -4% | 10% | -2% | 9% | -2%
CC(=O)N1CCc2c(sc(NC(=O)Cc3ccc(C)cc3C)c2C#N)C1 | 0% | -0.5 | -21 | -18% | 0% | -8% | 27µM* | -14% | 1%
CCN(CC)C(=O)[C@H]1C[C@H](CC(=O)NCCCOC)C(=O)N2CCc3c([nH]c4cc(CCC(=O)N(C)C)ccc34)[C@]12C | 0% | 0.0 | -3 | -7% | 0% | -9% | -7% | 8% | -1%
Cc1cc(OCCCC(=O)Nc2nnc(C3CC3)s2)ccc1Cl | 2% | 0.2 | 6 | -5% | -20% | -4% | -4% | 3% | -1%
CC(C)CCn1c(=O)c2ccccc2n2c(CN3CCCC3)nnc12 | 6% | -1.5 | -1 | -3% | 24% | -4% | 1% | 5% | 1%
C#Cc1cccc(Nc2nc(NCc3ccccc3)nc3ccsc23)c1 | -34%[inhibitor] | -0.7 | ? | -11% | 2% | -56%[inhibitor] | 3% | -11% | -5%
O=C(CN1C(=O)c2ccccc2S1(=O)=O)NCc1cccs1 | 0% | 0.2 | -2 | 13% | 4% | -2% | -6% | -7% | -2%
C=CCC1(O)C(=O)N2C(=C1C(=O)N1CCOCC1)c1ccccc1CC2(C)C (configuration not stated) | -14% | -0.9 | · | 0% | 18% | -1% | 2% | 14% | 5%
NC(=O)C1CCN(c2nc(-c3ccc4c(c3)OCCO4)cs2)CC1 | · | 0.2 | · | 5% | -9% | -1% | · | 3% | ·
CCCCC1=CC2=CC(=O)C(C)(OC(=O)CC)C(=O)C2=CN1CCCOC(C)C (configuration not stated) | 1% | -0.3 | 10 | -5% | 24% | 7% | -11% | 3% | -3%
Cc1nnc(SCC(=O)NC2CCS(=O)(=O)C2)n1-c1ccccc1 (configuration not stated) | 0% | -1.6 | 0 | -6% | 9% | -10% | -2% | 13% | -30%
CCOc1cc(/C=N\O)cc(Cl)c1OCC | -3% | -0.7 | 2 | 5% | -5% | -2% | -13% | -2% | -5%
COc1cc(C(=O)OCC(=O)NC2CCCCC2)cc(OC)c1OC | -16% | 3.7 | 6 | 3% | 7% | 8% | 1% | 6% | -22%
Cc1c[n+]([O-])n(-c2ccc(C(=O)O)cc2)n1 | 15% | -1.4 | -26 | 8% | -32% | 6% | -10% | 2% | -33%[57.1 µM]
Cc1ccccc1-c1cnc2c(c1)C(=O)N([C@@H](C)CO)C[C@@H](C)[C@H](CN(C)Cc1ccccc1F)O2 | -8% | -1.4 | -6 | -4% | 11% | -3% | -9% | -7% | 6%
CSc1ccccc1OCc1cc(C(=O)N(C)C(C)c2nc(C)cs2)no1 (configuration not stated) | 5% | -1.4 | 11 | 12% | · | -3% | 0% | -3% | -17%
Cc1nc2ccccc2nc1SCC(=O)c1ccccc1 | 5% | -0.4 | 14 | 4% | · | 11% | -10% | -6% | -5%
NS(=O)(=O)c1ccc(CCNC(=O)CSc2nc3ccsc3c(=O)n2CC(=O)O)cc1 | 8% | -3.7 | 5 | 0% | · | 7% | 1% | 7% | 3%

Full records as entered above. Order of screens: aSyn yeast inh | IL2 activator | PI5P4K alpha inh | EPAC1 agonist | FUS suppressor | Abeta yeast res | PLK1 PBD block | EPAC1 antagonist | WRN helicase inh
COc1cccc(-c2nc(CN3CCN(C(=O)c4ccco4)CC3)c(C)o2)c1OC in the list: 2% | -2.6 | -2 | 13% | -6% | -5% | 0% | 8% | 4%
COc1ccc(NC(=O)NC(C)(C(F)(F)F)C(F)(F)F)cc1 in the list: -13% | -0.2 | ? | -9% | -4% | 10% | 3.4µM* | -8% | 8%
CCN(CC)C(=O)[C@H]1C[C@H](CC(=O)NCCCOC)C(=O)N2CCc3c([nH]c4cc(CCC(=O)N(C)C)ccc34)[C@]12C in the list: 0% | 0.0 | -3 | -7% | 0% | -9% | -7% | 8% | -1%
